Coupling enz: qHTS Assay for Inhibitors of Fructose-1,6-bisphosphate Aldolase from Giardia Lamblia: Coupling assay counterscreen; AID 2472, 2010; 290,000 compounds, 0.67% hits; coupling enzyme system counterscreen, AmpLite Red fluorescence; activity change, negative = inhibition, % at 58.2 µM, hits read low; in the data active = activity change below about -30%
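Counterscreen lacking aldolase: glyceraldehyde-3-phosphate coupling-enzyme reagent preincubated 10 min at RT with compound (at 57.5 uM final), then substrate/coupling system with AmpLite Red added; fluorescence read at 525/598 nm after 20 min RT.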
uPA generation: qHTS for Inhibitors of Cell Surface uPA Generation; cell surface uPA generation assay, qHTS; Potency, µM (titrated, usually from 38.3 µM), for inactives: top-dose activity change, negative = inhibition, most hits filed as inhibitors; 330,000 compounds, 0.31% hits; active = well fitted inhibition curve with a large enough effect; inconclusive = small, poorly fitted or top-dose-only effect; inactive = no such curve, though single readings can be large or run the other way; tested in mouse RAW 264.7 cells; also: potency is read from the fitted curve at half-maximal effect; nearly all actives have a fitted effect of over 55% in size
Eya2 inh: qHTS Assay for Inhibitors of the Phosphatase Activity of Eya2; Protein phosphatase EYA2 (Homo sapiens), O00167; recombinant Eya2, OMFP fluorescence dephosphorylation (OMFP is methylfluorescein phosphate); Potency, µM (doses to about 76.9 µM), for inactives: at the highest dose activity, negative = inhibition, usual class: inhibitors; 330,000 compounds, 0.006% hits; also: potency is read from the fitted curve at half-maximal effect
Target sequence (O00167 whole entry, looked up): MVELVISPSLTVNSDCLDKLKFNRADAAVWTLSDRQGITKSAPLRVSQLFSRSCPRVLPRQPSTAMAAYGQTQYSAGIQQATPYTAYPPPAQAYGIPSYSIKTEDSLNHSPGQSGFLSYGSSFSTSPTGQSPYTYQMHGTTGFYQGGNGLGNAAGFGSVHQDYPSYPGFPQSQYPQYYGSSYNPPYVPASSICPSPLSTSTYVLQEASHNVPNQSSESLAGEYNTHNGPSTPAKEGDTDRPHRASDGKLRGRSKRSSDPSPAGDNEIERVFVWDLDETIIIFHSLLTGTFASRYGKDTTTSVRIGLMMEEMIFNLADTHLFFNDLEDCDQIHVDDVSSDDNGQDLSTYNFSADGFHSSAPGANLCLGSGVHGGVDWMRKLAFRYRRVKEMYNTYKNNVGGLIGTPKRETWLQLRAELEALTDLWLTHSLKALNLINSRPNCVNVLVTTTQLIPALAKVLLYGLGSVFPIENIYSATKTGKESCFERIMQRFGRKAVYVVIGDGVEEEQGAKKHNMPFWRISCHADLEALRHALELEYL
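Eya2 protein (added as 0.2 uM solution) was preincubated with compound for 10 min at ambient temperature in 50 mM HEPES pH 7.5, 50 mM NaCl, 5 uM MgCl2, 0.05% BSA, 1 mM DTT. OMFP (added at 50 uM) then reacted 10 min; fluorescence read at 485/525 nm.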
KCNH2 3.1 inh: qHTS for Inhibitors of KCHN2 3.1: Mutant qHTS; U2OS KCNH2 3.1, thallium flux FluxOr; stronger effect = lower value; activity change, % (tested at about 1.8 µM); 340,000 compounds, 0.95% hits; AID 720553, 2013;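 active = maximum activity change below -70%; inconclusive = maximum activity change from -70% to -50%; inactive = maximum activity change above -50%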;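 also: thallium influx rate constant from kinetic fluorescence after stimulation buffer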
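We transduce U2OS cells with the mutant 3.1 virus, culture them overnight, load FluxOr with Red40 quencher for 45 min, then add stimulation buffer and read kinetically for 2 min to derive a normalized rate constant.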
USP2a block: qHTS Assay for Inhibitors of Ubiquitin-specific Protease USP2a Using CHOP2 as the Reporter; Ubiquitin carboxyl-terminal hydrolase 2 (Homo sapiens), O75604; USP2 core, Ub-CHOP2 coupled fluorogenic reporter, 485/531; Potency, µM (doses to about 38.3 µM), without a hit: top-dose activity change, negative = inhibition, hits mostly inhibitors; 330,000 compounds, 0.01% hits; AID 463254, 2010;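 also: potency is read from the fitted curve at half-maximal effect; plate controls were DMSO wells for no effect and full inhibition by NEM control for full effect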
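Deubiquitinase activity read as fluorescence (485/531 nm) after Ub-CHOP2 cleavage activates the enterokinase reporter on its substrate; USP2 core 10nM, Ub-CHOP2 and substrate 25nM each, 30min compound preincubation then 60min RT; data normalized to NEM, curves fitted.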
hERG WT inh: qHTS for Inhibitors of KCHN2 3.1: Wildtype qHTS; AID 720551, 2013; U2OS, BacMam KCNH2, thallium flux FluxOr; stronger effect = lower value; Voltage-gated inwardly rectifying potassium channel KCNH2 (Homo sapiens), Q12809; 340,000 compounds, 0.37% hits; activity change, % at 1.84 µM;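 active = maximum activity change below -70%; inconclusive = maximum activity change between -70% and -50%; inactive = maximum activity change above -50%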
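U2OS cells were transduced with wild-type KCNH2 virus (2.03 x 10^8 / mL) for 4 h at room temperature, then cultured overnight at 37 C. Thallium flux was read with FluxOr dye. Rate constants were normalized to DMSO controls.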
Chronic BCR inh: qHTS Assay to Find Inhibitors of Chronic Active B-Cell Receptor Signaling; Potency, µM (highest dose often 46.1 µM), inactives show top-dose ratio change, negative = lower green/red ratio, hits mostly inhibitors; AID 493014, 2011; ABC-DLBCL IkBa-CBG/CBR reporter, luminescence ratio, 4 h; 340,000 compounds, 0.05% hits; active = well fitted inhibition curve with a large enough effect in the signal ratio, with a control signal flat, not every such curve was filed as active; inconclusive = small, poorly fitted or top-dose-only effect, or effect the other way, or a change in a side signal; the % refers to the signal ratio;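 also: potency is read from the fitted curve at half-maximal effect; plate controls were basal doxycycline-induced cells for no effect and cells given 10 µM MG132 for full effect; MG132 reads +100%, hits lower the ratio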
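Compounds up to 46 uM were incubated four hours with TMD8 cells whose green CBG68 luciferase is fused to IkappaBalpha; red CBR luminescence normalised the signal, and concentration-effect curves were fitted to fusion, red and ratio data.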
PKM2 act: qHTS Assay for Activators of Human Muscle isoform 2 Pyruvate Kinase; Pyruvate kinase PKM (Homo sapiens), P14618; purified PKM2, Kinase-Glo ATP luminescence, activation; response scale: 0% is enzyme alone, no compound; Potency, µM (titrated, usually from 57.5 µM), for inactives: at the top dose activation, actives largely listed as activators; 260,000 compounds, 0.34% hits; AID 1631, 2009; also: potency is read from the fitted curve at half-maximal effect; nearly all actives have a fitted effect of over 55% in size
Target sequence (P14618 whole entry, looked up, canonical isoform): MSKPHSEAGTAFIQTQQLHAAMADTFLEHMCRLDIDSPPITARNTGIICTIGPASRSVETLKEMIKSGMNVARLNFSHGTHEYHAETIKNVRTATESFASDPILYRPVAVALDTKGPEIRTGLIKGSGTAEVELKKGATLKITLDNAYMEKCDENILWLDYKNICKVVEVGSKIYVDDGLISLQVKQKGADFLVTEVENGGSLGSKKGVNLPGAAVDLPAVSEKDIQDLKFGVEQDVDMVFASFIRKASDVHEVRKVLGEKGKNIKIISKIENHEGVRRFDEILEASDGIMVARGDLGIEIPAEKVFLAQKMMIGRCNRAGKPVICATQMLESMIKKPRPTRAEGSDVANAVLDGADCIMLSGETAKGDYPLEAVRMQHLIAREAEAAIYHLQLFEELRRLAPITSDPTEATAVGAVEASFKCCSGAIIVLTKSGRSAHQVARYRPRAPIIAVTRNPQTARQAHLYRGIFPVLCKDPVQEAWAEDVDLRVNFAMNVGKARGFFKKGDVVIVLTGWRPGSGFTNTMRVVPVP
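ATP formation by purified human PK-M2, quantified via coupled luciferase luminescence after 1 h at room temperature with 0.1 mM ADP and 0.5 mM PEP final.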
GALK inhibitor: qHTS Assay for Inhibitors of Human Galactokinase (GALK); Purified GALK, Kinase-Glo residual ATP luminescence; AID 1868, 2009; Potency, µM (top dose mostly 57.5 µM), inactives show at the top dose activity change, negative = inhibition, most hits filed as inhibitors; 270,000 compounds, 0.007% hits; P51570; also: potency is read from the fitted curve at half-maximal effect
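Quantitative HTS: GALK 5 nM, ATP 35 uM, galactose 100 uM, 1 h room temperature, then luciferase-based ATP detection.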
Giardia kill: Small Molecules that selectively kill Giardia lamblia: qHTS. 340,000 compounds, 0.15% hits. Giardia lamblia trophozoite viability. activity change, % at 7.66 µM, hits read low; in the data active = activity change below about -80%; inconclusive = between about -30% and that limit;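 also: parasites exposed to compound for two days anaerobically before the ATP read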
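Giardia trophozoites, 100 cells per well, were exposed to compounds for 48 hrs at 37 deg C under anaerobic conditions; viability was then read as ATP content by bioluminescence after 15-30 min at room temperature.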
B2AR arrestin: qHTS assay of beta-arrestin-biased ligands of beta2-adrenergic receptor; beta-arrestin recruitment to beta2AR, cell-based reporter; Potency, µM (series often up to 46.1 µM), inactives show top-dose activation, actives largely listed as activators; 330,000 compounds, 0.02% hits; AID 492947, 2010;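 also: potency is read from the fitted curve at half-maximal effect; 0% = DMSO controls and full agonism = EC100 isoproterenol or metaproterenol; nearly all actives have a fitted effect of over 65% in size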
* hit, by the source's call; u = inconclusive; x = not tested or not shown; [ ] = dose if it differs, or a comment. Unless noted, calls follow the shape of the dose curve; as a rule, active = well fitted curve in the direction sought with a large enough effect; inconclusive = small, poorly fitted or top-dose-only effect, or another doubt; inactive = no such curve, though single readings can be large; an effect the other way counts as inactive or inconclusive. Unless noted, % is scaled to controls: 0 for no effect and ±100 for the full control effect.

Screens in order – hERG WT inh	Eya2 inh	Coupling enz	USP2a block	uPA generation	KCNH2 3.1 inh	B2AR arrestin	Chronic BCR inh	Giardia kill	GALK inhibitor	PKM2 act
- CCOC(=O)C1=C(C)Nc2nc3ccccc3n2C1c1cccs1 (configuration not stated)
  -14	7%	1	-1%	3%	-5	-0.3%	1%	2	0%	17%
- COC(=O)[C@H](C)NC(=O)NCc1ccco1
  -12	14%	2	-5%	6%	-7	0.0%	4%	12	9%	-6%
- CCN(CC)CCNC(=O)CCc1c(C)nc2c(c(C)nn2-c2ccc(C)c(C)c2)c1C
  32	-29%	-3	4%	-3%	-6	-0.5%	u	10	x	x
- O=C(/C=C/c1ccc(OCCCF)cc1)NCc1ccc(Cl)c(Cl)c1
  3	u	3	2%	-2%	-8	5.2%	-1%	-1	-5%	0%
- CN(c1ccc(C(=O)NCCSCc2c(F)cccc2Cl)cc1)S(C)(=O)=O
  4	1%	2	-1%	3%	9	0.3%	-1%	-23	9%	-10%
- CC(=O)N1CCN(S(=O)(=O)c2cccc(C(=O)Nc3ccc4c(c3)OCO4)c2)CC1
  -2	8%	-7	1%	-1%	15	-0.8%	-19%	-14	0%	4%
- O=C(Nc1cccc(Br)c1)c1cc2ccccc2o1
  -21	20%	-19	-1%	-12%	1	0.0%	u	-24	2%	-9%
- CC(C)CC(=O)c1c[nH]c(C(=O)NCc2cccnc2)c1
  -7	-9%	1	0%	-7%	-14	-0.6%	-3%	-8	-2%	-11%
- Cc1ccnc(NS(=O)(=O)c2ccc(NC(=O)c3ccc(C)o3)cc2)n1
  -20	-4%	0	0%	-3%	9	-1.0%	-16%	4	2%	4%
- CCOC(=O)CC1(NC(=O)C2CCC(=O)N(Cc3ccccc3F)C2)CCCCC1 (configuration not stated)
  10	4%	-2	0%	-6%	10	0.0%	-1%	26	3%	x
- COc1cccc(N2CCN(c3ncccn3)CC2)c1
  3	13%	-1	3%	5%	4	-1.0%	u	-1	x	-2%
- O=c1nc2sc3ccccc3n2c(=O)n1-c1ccc(Cl)cc1
  -8	18%	-2	1%	-1%	-11	-0.2%	u	-4	-2%	0%
- NNC(=O)CNC(=O)c1ccc(F)cc1
  4	-12%	2	3%	2%	-6	-1.1%	-29%	8	0%	-2%
- COc1ccc(NC(=O)N2CCC(C(=O)c3ccc(F)cc3)CC2)cc1
  -3	-8%	0	3%	5%	-6	-0.1%	4%	-1	x	-2%
- CC(=O)Nc1nnc(-c2c(-c3ccccc3Cl)noc2C)o1
  0	3%	7	-3%	-1%	4	-0.3%	-13%	9	7%	-6%
- NC(=O)C1CCN(C(=O)COc2ccc3ccccc3c2Br)CC1
  7	-8%	x	-1%	1%	7	-0.6%	-9%	-20	-7%	-6%
- Cc1ccc(S(=O)(=O)NCCCCCC(=O)Nc2ccccc2)cc1
  -2	-5%	0	6%	4%	4	-0.6%	0%	4	x	2%
- COc1ccc(C(=O)C2CCCN(Cc3cn[nH]c3-c3ccc(F)cc3)C2)cc1OC (configuration not stated)
  25	5%	2	0%	3%	-23	0.5%	13%	7	-2%	2%
- CN(C)c1ccc(N=Nc2cccc(F)c2)cc1
  -5	2%	2	0%	-1%	8	0.0%	u	-4	2%	-6%
- O=C(CCNS(=O)(=O)c1ccc(Cl)cc1)N1CCOCC1
  8	-5%	0	-1%	11%	1	-1.0%	7%	-8	-6%	2%
- COc1ccc2c(c1)OC(O)(C(F)(F)F)CC2=O (configuration not stated)
  3	9%	2	-6%	-4%	1	-0.1%	6%	-18	0%	-9%
- CC(C)CN1C2CCCC1CC(NC(=O)c1ccc([N+](=O)[O-])cc1)C2 (configuration not stated)
  26	-9%	-1	1%	11%	-15	-0.8%	-1%	4	1%	3%
- CCN(CC)c1ccc(NC2CC(=O)N(CCc3ccc(OC)cc3)C2=O)cc1 (configuration not stated)
  -2	20%	-25	7%	1%	0	-0.7%	1%	2	-1%	29%
- Cc1ccc(NC(=O)CCC(=O)N/N=C/c2ccc(O)cc2)cc1
  1	10%	-5	-1%	1%	10	0.4%	0%	-7	x	x
- O=C(NN=C1CCCCCC1)c1cccnc1
  2	-10%	2	6%	-2%	18	0.0%	u	-14	1%	2%
- COc1ccc(N(CC(=O)Nc2ccc(F)cc2)S(=O)(=O)c2ccccc2[N+](=O)[O-])c(OC)c1
  -2	-2%	-2	-1%	5%	-4	-0.2%	0%	7	-3%	1%
- CC(C)C(=O)Nc1nnc(-c2ccco2)s1
  -1	7%	1	-2%	-21%	-1	2.9%	11%	17	4%	0%
- CCC(C)NC(=O)CN1C(=O)c2cccc3cccc1c23 (configuration not stated)
  -3	6%	1	0%	1%	9	-0.3%	0%	-2	0%	0%[11.5 µM]
- COc1ccc(-c2noc(-c3ccccc3C(=O)NCc3ccco3)n2)cc1
  3	0%	2	-1%	-6%	-4	-0.1%	-12%	7	1%	14%
- ClC(Cl)(Cl)c1nc2ccccc2n2nncc12
  -23	1%	2	0%	-13%	28	-0.1%	u	2	-4%	1%
- CCC(C)(C)NC(=O)C(OC(=O)c1cc2sccc2n1C)c1ccc(OC)cc1 (configuration not stated)
  -6	2%	-1	2%	3%	-14	0.0%	-2%	-1	3%	1%
- COc1ccccc1/C=C/C(=O)OCC(=O)N1c2ccccc2CC1C (configuration not stated)
  1	11%	x	1%	7%	-8	0.0%	-14%	-15	x	x
- Fc1ccc2nc(C3CCN(Cc4nc(CC5CC5)no4)CC3)[nH]c2c1
  12	10%	-1	-3%	1%	-22	0.0%	-10%	5	6%	-7%
- CCOC(=O)C1CCCN(C2=NC(=O)/C(=C/c3ccc(OC)c(OC)c3)S2)C1 (configuration not stated)
  4	9%	6	2%	-2%	24	-1.5%	0%	0	3%	x
- COc1ccccc1OCC(=O)N/N=C1\CCCCc2ccccc21
  -4	1%	1	0%	4%	7	-0.5%	u	3	-1%	-5%
- CN(C(=O)c1ccc(COc2ccccc2Cl)o1)c1ccccc1
  x	-16%	3	-6%	-7%	-4	-0.4%	u	-7	-1%	x
- O=C(CN1CCCCCC1)Nc1ccc(Cl)cc1F
  u	8%	1	-4%	-2%	8	-1.3%	u	-12	4%	x
- CC1(C)N=C(SCC(=O)Nc2ccc(Cl)cc2)C(c2ccccc2)=N1
  -10	10%	-1	1%	-6%	-4	0.0%	u	1	2%	0%
- COc1ccc(OC)c(NC2=NC3(CCCC3)N=C(N)N2)c1
  -12	-5%	-2	2%	2%	12	0.0%	-2%	6	0%	-17%
- C=C(C)CSc1nnc2n(Cc3ccccc3)c(=O)c3c4c(sc3n12)CCC4
  -15	1%	4	4%	-4%	-10	4.8%	2%	10	-1%	8%
- Cc1ccc(S(=O)(=O)CCC(=O)Nc2nnc(-c3cccs3)o2)cc1
  -6	12%	x	0%	-11%	-6	0.4%	u	-20	x	x
- COc1ccc(N2C(=S)NC3c4cc(Cl)ccc4OC2(C)C3C(=O)N(C)C)cc1 (configuration not stated)
  -6	7%	1	0%	-6%	4	-0.2%	u	5	3%	0%
- C=CCn1c(SCC(=O)NCc2ccco2)nc2sc3c(c2c1=O)CCCC3
  1	11%	2	-2%	1%	-1	0.1%	-1%	0	2%	-2%
- Nc1[nH]n2c(=O)cc(-c3ccccc3)nc2c1N=Nc1ccccc1
  0	7%	0	2%	3%	27	0.0%	u	2	x	-2%
- C#Cc1ccc(CN2CCN(CCCc3ccccc3)C(CCO)C2)cc1 (configuration not stated)
  0	-14%	0	1%	-1%	-72*	-0.1%	-2%	-7	-3%	-9%
- CCC1CCCCN1C(=O)c1cc(COc2ccc3ncccc3c2)on1 (configuration not stated)
  8	7%	3	3%	-6%	24	-0.8%	6%	16	-3%	2%
- CN(C)C(=O)c1cc(C(=O)c2ccc(F)cc2F)c[nH]1
  3	-7%	-1	4%	0%	-4	-0.4%	u	-7	-2%	x

Source: PubChem BioAssay (National Center for Advancing Translational Sciences (NCATS))
